GPR7 antag – antagonists of human GPR7 (neuropeptides B/W receptor 1); GPR7-expressing cells, fluorescence antagonist assay; inhibition, % at 4.4 µM; 1.1% of 290,000 active; in the data active = inhibition above about 16%, passing the limit was not always enough;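 note: cells stimulated with the agonist NPW; 0% = agonist with vehicle and 100% = vehicle without agonist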
PfM18AAP inh – PfM18AAP enzyme inhibition. AID 1822. 1.2% of 290,000 active. recombinant PfM18AAP, H-Glu-NHMec fluorogenic cleavage. inhibition, % at 7.35 µM;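 active = inhibition above the campaign mean inhibition over all tested compounds plus 3 SD, cut at about 28% in these data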;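 note: 0% = plate median of test compound wells and 100% = 2 mM ZnCl2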
MEKK3 PB1 HTS – modulators (inhibitors or enhancers) of MEK5 binding to human MEKK3 PB1 domain; bead-based flow cytometry, Alexa488-MEK5 binding to MEKK3; actives lie on both sides; 0 = blocked by unlabeled MEK5, 100 = vehicle; binding response (% of control), % at 10 µM; 1.4% of 290,000 active;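 active = binding response more than 3 SD above or below the average of its plate-row segment, actives on both sides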;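 note: Alexa488 bead fluorescence after subtracting the streptavidin-only scavenger bead signal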
Target sequence (Q99759 whole entry, looked up, the tested form may be a part): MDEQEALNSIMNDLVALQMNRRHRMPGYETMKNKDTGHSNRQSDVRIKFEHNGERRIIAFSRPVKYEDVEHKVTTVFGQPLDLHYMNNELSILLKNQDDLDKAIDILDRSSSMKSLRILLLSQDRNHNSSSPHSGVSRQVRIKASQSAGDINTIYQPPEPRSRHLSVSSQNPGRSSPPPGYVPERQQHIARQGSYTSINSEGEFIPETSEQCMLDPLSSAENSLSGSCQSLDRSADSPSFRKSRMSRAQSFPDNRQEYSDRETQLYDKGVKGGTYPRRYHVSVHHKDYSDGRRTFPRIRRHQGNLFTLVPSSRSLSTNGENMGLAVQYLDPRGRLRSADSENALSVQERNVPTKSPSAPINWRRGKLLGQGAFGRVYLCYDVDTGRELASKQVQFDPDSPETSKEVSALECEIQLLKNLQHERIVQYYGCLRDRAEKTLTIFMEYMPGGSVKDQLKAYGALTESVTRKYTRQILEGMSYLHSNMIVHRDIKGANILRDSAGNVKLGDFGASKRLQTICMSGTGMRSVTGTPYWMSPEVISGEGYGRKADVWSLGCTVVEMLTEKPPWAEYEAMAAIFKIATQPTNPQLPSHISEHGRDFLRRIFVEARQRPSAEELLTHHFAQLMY
NALP1 inh – blocks the NALP1 inflammasome reconstituted in yeast | inhibition, % at 10 µM | S. cerevisiae NALP1/ASC/caspase-1 growth, X-gal OD620, 72 h | 0.61% of 280,000 active; in the data active = inhibition mostly above about 24%, no sharp cut-off; inactive = mostly below about 32%; note: some compounds called inactive have numbers as strong as hits
PHOSPHO1 inh – inhibitors of human PHOSPHO1 phosphatase; Q8TCT1; recombinant PHOSPHO1, absorbance phosphatase assay; inhibition, % at 13.3 µM; 1.1% of 290,000 active; AID 1565; in the data active = inhibition above about 60%
MEKK2 WT-MEK5 – raises or lowers MEK5 binding to wildtype human MEKK2 PB1 domain; Q9Y2U5; bead flow cytometry, Alexa488-MEK5 binding to MEKK2 WT; actives lie on both sides; binding response (% of control), % at 10 µM; 1.1% of 290,000 active; in the data active = binding response below about 67% or above about 130%
DNA FID counter – counter-screen for HCV NS3 helicase inhibitors: DNA intercalator displacement | DNA fluorescent intercalator displacement, fluorescence | inhibition, % at 7.9 µM | 0.17% of 290,000 active; in the data active = inhibition above about 37%;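 note: 0% = vehicle and 100% = reference compound; higher means more ethidium bromide displaced from hairpin DNA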
MEKK2mut PB1 HTS – signal of MEK5 binding to mutant human MEKK2 PB1 domain; percent response, % at 10 µM; bead flow cytometry, Alexa488-MEK5 binding to MEKK2 mutant; 0.35% of 290,000 active; in the data active = percent response above about 24%, passing the limit was not always enough; note: inactives centre near 1; some results filed as inactive read as strong as hits; reference of the scale not given here
OXTR ag – agonists of human oxytocin receptor. P30559. activation, % at 3 µM. 0.32% of 320,000 active. AID 2435. CHO-OTR cells, Fluo-8 calcium fluorescence; normalized: DMSO 0%, oxytocin 100%;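 active = activation above the mean of all tested compounds plus 3 SD, cutoff set per screening run, cut at about 20% in these data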;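 note: peak over basal fluorescence ratio from a 100 s FLIPR kinetic read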
Target sequence (P30559 whole entry, looked up): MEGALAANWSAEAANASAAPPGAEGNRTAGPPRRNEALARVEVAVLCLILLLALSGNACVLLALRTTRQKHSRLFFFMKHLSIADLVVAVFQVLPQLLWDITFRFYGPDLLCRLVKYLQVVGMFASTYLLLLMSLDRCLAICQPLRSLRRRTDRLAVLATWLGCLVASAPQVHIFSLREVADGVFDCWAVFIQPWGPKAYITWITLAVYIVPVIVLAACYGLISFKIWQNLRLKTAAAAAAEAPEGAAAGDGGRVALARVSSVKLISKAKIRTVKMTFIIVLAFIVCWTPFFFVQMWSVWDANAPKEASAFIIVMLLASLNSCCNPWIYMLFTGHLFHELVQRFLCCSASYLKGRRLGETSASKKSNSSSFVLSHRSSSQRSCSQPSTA
Active calls of the source: *; nt = no result given; [ ] = remark or other dose.

SMILES | GPR7 antag | PfM18AAP inh | MEKK3 PB1 HTS | NALP1 inh | PHOSPHO1 inh | MEKK2 WT-MEK5 | DNA FID counter | MEKK2mut PB1 HTS | OXTR ag
Cc1ccnc(NS(=O)(=O)c2ccc(NC(=O)C3CC=CCC3C(=O)O)cc2)n1 (stereo unspecified) | -10.1 | 3.0 | 98.0 | 14.9 | 21.5 | 100.0 | -2.4 | -2.0 | 0.5
COc1cc(C(=O)NCc2nnc(SCC(=O)N3CCCc4ccccc43)o2)cc(OC)c1OC | -14.9 | -8.5 | 108.0 | -2.5 | -32.7 | 108.0 | -27.6 | -1.0 | -1.2
Cc1cc(NC(=O)/C=C/c2ccccc2)no1 | 10.9 | -3.8 | 100.0 | -4.7 | 11.6 | 101.0 | -6.4 | 0.0 | -1.0
CN1CC(=O)N(CC(=O)Nc2ccc(Br)cc2F)C1=O | -4.5 | 3.0 | 96.0 | 21.0 | 8.8 | 92.0 | 0.0 | -6.0 | -0.7
CCOc1ccc(-c2c(C#N)c(N)nc3sc(C(=O)c4ccccc4)c(N)c23)cc1 | 10.4 | 16.1 | 93.0 | nt | -64.2 | 74.0 | 4.6 | -2.0 | 0.2
O=C(c1cnccn1)N(c1ccccc1)C1(C(=O)NC2CCCCC2)CCCCC1 | 1.7 | 3.9 | 110.0 | -20.2 | 3.9 | 110.0 | -31.6 | 14.0 | -1.9
Cc1cccc(N2CN(Cc3cccnc3)CNC2=S)c1 | -8.1 | -4.6 | 102.0 | 30.4 | -11.7 | 97.0 | -5.8 | 1.0 | 1.1
COc1cccc(NC(=S)N(CCCN2CCN(C)CC2)Cc2ccco2)c1 | -7.1 | 0.8 | 100.0 | 11.7 | 8.8 | 98.0 | 6.5 | -3.0 | 0.7
O=C(CSCc1c(F)cccc1Cl)NCc1cccnc1 | -9.8 | 2.3 | 102.0 | 22.1 | 3.2 | 104.0 | -5.5 | 2.0 | -0.9
CSc1ncc(CN2CCCCC2C(=O)Nc2ccc(Oc3ccccc3)nc2)cn1 (stereo unspecified) | 3.9 | 7.7 | 95.0 | 1.2 | -6.7 | 100.0 | -22.0 | 1.0 | -0.1
O=C(COc1ccccc1)NNC(=S)NC(=O)c1ccccc1 | -9.9 | 24.6 | 107.0 | -0.7 | 24.9 | 101.0 | -2.8 | -1.0 | -0.6
COCCN1C(=S)NC(c2cccc(C(F)(F)F)c2)C(C(=O)N2CCOCC2)=C1C (stereo unspecified) | 9.5 | -2.1 | 88.0 | 3.6 | 32.8 | 98.0 | -17.1 | -2.0 | -0.9
CC(C)N(c1ccccc1)c1ccc(NC(=O)COC(=O)CCN2C(=O)c3cccc([N+](=O)[O-])c3C2=O)cc1 | 28.8* | 19.4 | 48.0*[inhibitor] | nt | -1.0 | 90.0 | -35.5 | -2.0 | -0.9
CCOc1ccc2c(c1)OC(c1ccc(OC)cc1)(C(F)(F)F)NC2=O (stereo unspecified) | 1.0 | 1.6 | 95.0 | 14.7 | 11.6 | 110.0 | -14.3 | 7.0 | -0.4
CC(C)OC(=O)c1ccc(COc2ccc3ccc(=O)oc3c2)o1 | 2.9 | 4.0 | 100.0 | 8.7 | 26.6 | 99.0 | -26.9 | 0.0 | 0.4
Cc1cc(C)cc(C(=O)NC(CC(N)=O)c2ccc(N3CCC(Cc4ccccc4)CC3)c([N+](=O)[O-])c2)c1 (stereo unspecified) | -11.1 | 0.6 | 104.0 | 14.0 | 4.0 | 97.0 | -26.0 | -5.0 | -0.1
O=C1CN(c2cc(Cl)cc(Cl)c2)C(=O)CN1/N=C/c1cccnc1 | -3.5 | 4.5 | 92.0 | 11.2 | -32.1 | 89.0 | -1.2 | -10.0 | -0.3
COc1ccc(CNC(=O)COc2cc(O)c3c(c2)OC(C)(C)CC3=O)c(OC)c1 | 6.6 | 3.4 | 97.0 | 18.4 | 3.1 | 96.0 | -28.9 | -3.0 | -1.5
CCCCCCc1c(O)nc(SCC(=O)O)[nH]c1=O | nt | nt | 93.0 | 32.7* | -5.3 | 99.0 | nt | -3.0 | -0.6
CCOC(=O)Cn1nc(-c2ccccc2)c2cnc3ccc(C)cc3c21 | 0.2 | 4.0 | 96.0 | 35.9 | -23.4 | 102.0 | -6.8 | -2.0 | -0.8
COc1ccccc1-c1cc(C(=O)N/N=C/C=C/c2ccccc2[N+](=O)[O-])c2ccccc2n1 | 6.9 | 10.5 | 94.0 | 7.4 | 12.4 | 89.0 | -4.7 | -1.0 | -0.2
O=C(N/N=C/C(Br)=C/c1ccccc1)c1ccccc1F | 16.3 | 9.3 | 98.0 | 24.0 | 6.3 | 93.0 | -10.2 | -5.0 | -0.5
COc1ccccc1NS(=O)(=O)NC(=O)c1cn(C)c2ccccc12 | -13.7 | -5.7 | 99.0 | 17.9 | 17.4 | 102.0 | -2.2 | 2.0 | -0.1
O=C1N/C(=N/N=C/c2ccco2)SC1Cc1ccccc1 (stereo unspecified) | -12.3 | 8.7 | 103.0 | 0.0 | -6.2 | 94.0 | -16.4 | -2.0 | -1.1
CCOC(=O)C1=C(NC(=S)NC(=O)c2ccccc2)c2ccccc2CC1(C)C | 6.8 | 0.6 | 102.0 | -9.0 | 20.2 | 101.0 | -27.8 | 7.0 | 25.1*

Part of the list above with just DNA FID counter, MEKK2 WT-MEK5 and NALP1 inh.
canonical_smiles,DNA FID counter,MEKK2 WT-MEK5,NALP1 inh
COc1ccc(CNC(=O)COc2cc(O)c3c(c2)OC(C)(C)CC3=O)c(OC)c1,-28.9,96.0,18.4
CCCCCCc1c(O)nc(SCC(=O)O)[nH]c1=O,nt,99.0,32.7*

Returning to the listing, repeating the two entries before the break.
SMILES | GPR7 antag | PfM18AAP inh | MEKK3 PB1 HTS | NALP1 inh | PHOSPHO1 inh | MEKK2 WT-MEK5 | DNA FID counter | MEKK2mut PB1 HTS | OXTR ag
O=C1N/C(=N/N=C/c2ccco2)SC1Cc1ccccc1 (stereo unspecified) | -12.3 | 8.7 | 103.0 | 0.0 | -6.2 | 94.0 | -16.4 | -2.0 | -1.1
CCOC(=O)C1=C(NC(=S)NC(=O)c2ccccc2)c2ccccc2CC1(C)C | 6.8 | 0.6 | 102.0 | -9.0 | 20.2 | 101.0 | -27.8 | 7.0 | 25.1*
CCOC(=O)C1CCN(S(=O)(=O)c2ccc(C)cc2)CC1 | -1.3 | -10.8 | 101.0 | 8.9 | -5.3 | 101.0 | -13.4 | 4.0 | -0.4
CCOC(=O)CN1C(=O)CN(c2ccc(C)cc2)C1=O | 2.1 | -6.5 | 103.0 | 12.4 | -3.9 | 108.0 | -0.3 | 12.0 | 0.1
COc1ccc(N2CCN(C(=O)CN(C)S(=O)(=O)c3cnc[nH]3)CC2)cc1 | -8.1 | -0.2 | 100.0 | 20.7 | 9.5 | 95.0 | -3.3 | 0.0 | 2.3
COc1ccc(-c2ccc(C#N)c(SCC(=O)Nc3sc4c(c3C#N)CCC4)n2)cc1 | -15.6 | 6.8 | 100.0 | -1.4 | -110.4 | 97.0 | -1.2 | -4.0 | 1.4
O=C(CN1CCCC(O)C1)N1c2ccccc2Sc2ccc(C(F)(F)F)cc21 (stereo unspecified) | -2.7 | 4.7 | 108.0 | -28.4 | 25.5 | 105.0 | -4.0 | 5.0 | 1.1
CN(CCC#N)C(=O)COC(=O)c1ccccc1OCc1ccccc1Cl | -0.7 | -13.0 | 62.0 | -0.3 | 24.3 | 66.0 | -24.1 | -16.0 | -1.5
CC(C)(C)OC(=O)CN1C(=O)NC(Cc2c[nH]c3ccccc23)C1=O (stereo unspecified) | 9.4 | -17.8 | 103.0 | 5.8 | 18.4 | 105.0 | -7.3 | 4.0 | 0.4
COc1cccc(C2NC(c3cccc(OC)c3O)C(C)C(=O)C2C)c1O (stereo unspecified) | -4.4 | 5.6 | 102.0 | 10.4 | 15.8 | 106.0 | -2.8 | 8.0 | -0.2
CC1(C)Cc2c(sc(NC(=O)COc3ccc(Cl)cc3)c2C#N)C(C)(C)N1 | -3.3 | 1.7 | 99.0 | 13.3 | 6.3 | 104.0 | 21.0 | 1.0 | 8.8
O=C(c1cc(-c2ccco2)on1)N1CCc2ccccc2C1 | 0.4 | -3.7 | 77.0 | 2.0 | 15.4 | 80.0 | -17.2 | -16.0 | -1.6
Cc1ccc(S(=O)(=O)N2CCOCC2)cc1C(=O)NC1CCSc2ccccc21 (stereo unspecified) | 0.0 | -0.3 | 100.0 | 11.9 | 42.6 | 103.0 | -22.2 | 8.0 | 0.1
CC(CC(=O)O)CC(=O)NNC(=O)c1cccc(Br)c1 (stereo unspecified) | -4.8 | -10.0 | 101.0 | 0.2 | -35.2 | 101.0 | -8.0 | -2.0 | 0.4
Cc1ccc(OCCSc2nnc(C)c(=O)n2N)cc1 | -17.2 | 1.9 | 101.0 | 2.5 | 19.9 | 92.0 | -5.8 | -9.0 | 0.4
CC(C)=CCOc1ccc([C@@H]2COc3c(ccc4c3C=CC(C)(C)O4)C2)c(O)c1 | nt | nt | 102.0 | nt | nt | 116.0 | nt | 1.0 | -0.1
CCOC(=O)CN1C(=N)N(c2nc(NC(C)C)nc(NC(C)C)n2)CC1=O | 1.1 | -3.1 | 88.0 | -2.7 | 4.2 | 87.0 | -17.9 | -2.0 | -0.3
O=S(=O)(c1cc(Cl)ccc1Cl)N1CCCC1 | -0.9 | -7.4 | 101.0 | -8.1 | 2.7 | 104.0 | -0.2 | 4.0 | -1.7
Cc1c(N2C(=O)/C(=C\c3cccc4ccccc34)SC2=S)c(=O)n(-c2ccccc2)n1C | -19.4 | 0.2 | 99.0 | 38.6 | -13.8 | 92.0 | -11.6 | 1.0 | -0.9
Cc1cc(OCC(=O)Nc2cnn(CCCC(=O)O)c2)ccc1[N+](=O)[O-] | -7.8 | 2.3 | 97.0 | 10.2 | 5.4 | 101.0 | -3.2 | 0.0 | 0.0
COc1ccc(C(=O)NCCCNC(=O)c2ccco2)cc1OC | -10.8 | -9.8 | 100.0 | 17.9 | 21.7 | 94.0 | -6.3 | -6.0 | 0.6
COc1ccc(NC(=O)COc2ccc(/C=N/O)cc2OC)cc1 | 2.8 | -2.4 | 102.0 | -12.3 | 8.1 | 98.0 | -10.3 | -5.0 | 1.9
CC(=O)c1c(O)c2ccccc2n(C)c1=O | -16.6 | 5.6 | 95.0 | -32.3 | -3.1 | 98.0 | -2.1 | -1.0 | 0.7
O=S(=O)(NCCSc1nnnn1-c1ccccc1)c1cccs1 | 9.2 | -1.5 | 99.0 | 36.5 | -27.6 | 98.0 | -6.5 | 5.0 | 0.5
O=C(CCS(=O)(=O)c1ccc2c(c1)NC(=O)CO2)NCCc1ccccc1 | -11.0 | -4.4 | 102.0 | 15.8 | 34.1 | 104.0 | -7.7 | 4.0 | -0.2
Cc1ccc(/C=N/NC(=S)Nc2cccc(S(=O)(=O)N(C)C)c2)o1 | -9.9 | 9.6 | 86.0 | 3.5 | 3.6 | 90.0 | -18.4 | -14.0 | 0.8
COC(=O)CCCC1=CC2=C(c3ccccc3)C(=O)C(C)(OC(=O)C3CCCC3)C(=O)C2=CN1C(CO)CO (stereo unspecified) | nt | nt | 95.0 | nt | -17.5 | 93.0 | nt | 5.0 | -0.3
CN(C)S(=O)(=O)c1cccc(NC(=O)c2cc3c(cc2Cl)N2CCCCCC2=NS3(=O)=O)c1 | -17.6 | -2.2 | 98.0 | 0.4 | 9.1 | 99.0 | -24.7 | 5.0 | 0.1

Some of the entries so far, comma-delimited.
Compound,GPR7 antag,PfM18AAP inh,MEKK3 PB1 HTS,NALP1 inh,PHOSPHO1 inh,MEKK2 WT-MEK5,DNA FID counter,MEKK2mut PB1 HTS,OXTR ag
CCOC(=O)CN1C(=O)CN(c2ccc(C)cc2)C1=O,2.1,-6.5,103.0,12.4,-3.9,108.0,-0.3,12.0,0.1
CN(C)S(=O)(=O)c1cccc(NC(=O)c2cc3c(cc2Cl)N2CCCCCC2=NS3(=O)=O)c1,-17.6,-2.2,98.0,0.4,9.1,99.0,-24.7,5.0,0.1
O=S(=O)(NCCSc1nnnn1-c1ccccc1)c1cccs1,9.2,-1.5,99.0,36.5,-27.6,98.0,-6.5,5.0,0.5

The order is random; about 6.2% have a hit in one of these screens.
